# Compound activity: PubChem, several laboratories
# D1 allo mod: allosteric modulators of human D1 dopamine receptor. 5.9% of 58,000 active. B-score at 10 µM. HEK293 D1, CRE-luciferase, dopamine EC30 potentiation; actives deviate in either direction;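 active = luminescence count or its row- and column-corrected plate score outside the 99.7% band of the plate's sample wells, on either side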
# Target sequence (P21728 whole entry, looked up): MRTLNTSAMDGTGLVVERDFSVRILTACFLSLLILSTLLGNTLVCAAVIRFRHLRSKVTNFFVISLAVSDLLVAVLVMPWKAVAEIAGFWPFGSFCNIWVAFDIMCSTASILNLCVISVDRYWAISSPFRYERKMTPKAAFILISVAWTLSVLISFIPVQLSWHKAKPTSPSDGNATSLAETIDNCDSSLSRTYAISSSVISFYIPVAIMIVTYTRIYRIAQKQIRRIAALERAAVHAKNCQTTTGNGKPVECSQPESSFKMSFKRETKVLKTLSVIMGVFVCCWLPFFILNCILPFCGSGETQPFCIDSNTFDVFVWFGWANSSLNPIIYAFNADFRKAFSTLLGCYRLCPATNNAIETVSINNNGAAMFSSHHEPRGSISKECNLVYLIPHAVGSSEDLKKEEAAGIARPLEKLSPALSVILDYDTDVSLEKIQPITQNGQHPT
# M1 agonist: agonists of M1 muscarinic receptor. 3% of 64,000 active. AID 626. CHO-M1 cells, Fluo-4 calcium fluorescence, agonist mode; stronger effect = higher value. B-score at 10 µM;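 active = fluorescence rise, raw or as B-score row- and column-corrected plate score, outside the 99.7% band of its plate's samples, either direction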
# M1 antag: blocks the rat M1 muscarinic receptor response to acetylcholine; P08482; CHO-M1 cells, Fluo-4 calcium, ACh EC80 antagonist mode; stronger effect = lower value; B-score at 10 µM; 3.4% of 64,000 active;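 active = calcium fluorescence response, raw or row-and-column corrected B-score, differing from the plate sample mean either way at a set confidence level, mostly lower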
# Target sequence (P08482 whole entry, looked up): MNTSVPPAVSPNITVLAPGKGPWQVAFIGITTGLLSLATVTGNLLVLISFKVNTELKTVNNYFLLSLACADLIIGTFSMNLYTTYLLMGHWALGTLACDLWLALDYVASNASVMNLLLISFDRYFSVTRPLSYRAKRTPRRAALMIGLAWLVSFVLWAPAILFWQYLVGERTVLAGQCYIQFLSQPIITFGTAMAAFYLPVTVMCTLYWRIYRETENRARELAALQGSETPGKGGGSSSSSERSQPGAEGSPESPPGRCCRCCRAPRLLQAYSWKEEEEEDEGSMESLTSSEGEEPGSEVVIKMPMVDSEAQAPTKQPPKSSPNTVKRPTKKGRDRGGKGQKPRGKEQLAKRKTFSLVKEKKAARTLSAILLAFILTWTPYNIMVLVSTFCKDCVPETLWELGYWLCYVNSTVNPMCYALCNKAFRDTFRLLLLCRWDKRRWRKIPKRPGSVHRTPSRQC
# Jurkat viability: cytotoxicity toward Jurkat cells; Jurkat E6.1 viability, ATP luminescence, 48 h; inhibition, % at 4 µM; 1.2% of 56,000 active; AID 463;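 active = inhibition above the mean inhibition of all tested compounds plus 3 SD, cut at about 28% in these data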
# HEK293 NFkB inh: lowers PMA/ionomycin-induced NF-kB signal in HEK293 cells; HEK-293 NF-kB luciferase reporter, luminescence; inhibition, % at 3 µM; 0.21% of 62,000 active;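 active = inhibition above the mean of all tested compounds plus 3 SD, cut at about 40% in these data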;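 note: 0% = stimulated DMSO wells and 100% = 10 µM reference inhibitor 5653914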
#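 Reagent: PMA plus ionomycin mix as NF-kB-activating stimulus. Assay system: NF-kB luciferase reporter HEK-293 cells. Technique: luminescence from luciferase substrate reagent. Incubation: 1 h compound pre-incubation, 16 h PMA/ionomycin at 37 °C. Benchmarks: DMSO only as uninhibited control, 10 µM reference inhibitor as full inhibition. Repeats: tested once.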
# Ecoli tolC: E. coli tolC mutant growth inhibition; E. coli BW25113 tolC mutant growth, OD615; growth inhibition, % at 10 µM (by protocol); 2.2% of 65,000 active; AID 573;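 active = growth inhibition at or above a cutoff equal to the mean over every tested compound plus 3 SD, cut at about 60% in these data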;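 note: growth measured after 20 h incubation at 37 °C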
#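 System: E. coli ΔtolC::kan strain BW25113; Buffer or medium: LB broth supplemented with 50 µg/mL kanamycin; Compound: 10 µM final, single dose; Incubation: bacterial growth with compound for 20 h at 37 °C; Signal: A615 absorbance measurement; Evaluation: growth inhibition in percent.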
# TNAP act DEA: activates human TNAP at intermediate phosphate acceptor concentration; P05186; purified TNAP, CDP-star luminescence, 100 mM DEA, 30 min; stronger effect = higher value; scale: 0 levamisole-inhibited, 1 vehicle-only enzyme; activation factor at 20 µM; 64,000 tested, under 10 active; AID 813;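 active = activation factor of at least 2 at 20 µM, relative to controls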
# SF1 activator: activates the human nuclear receptor SF-1. activation, % at 10 µM. 1.9% of 65,000 active. AID 522. Q13285. CHO-K1 Gal4-SF-1 LBD luciferase reporter; % increase over DMSO SF-1-specific signal;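 active = activation above the mean activation of all tested compounds plus 3 SD, cut at about 50% in these data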
#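 Material: CHO-K1 cells with Gal4–hSF-1 LBD chimera plus Gal4-driven luciferase / Input: 4,000 CHO-K1 cells per well / Incubation: compound exposure 20 h at 37 °C / Signal: luminescence read 15 min after SteadyLite luciferase reagent, after room-temperature equilibration / Read-out: percent activation versus DMSO / Benchmarks: DMSO negative control and −SF1 background wells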
# NADH enzymes: inhibition of NAD/NADH coupling enzymes, library profiling; 0.02% of 65,000 active; AID 774; coupled PK/LDH NADH assays, four targets; IC50, µM (highest dose often 10 µM), for inactives: top-dose inhibition;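 active = single-dose screening hits from any of four coupled enzyme assays that gave an IC50 when retested across doses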;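 note: the DPM-DC format reads NADH fluorescence rather than 340 nm absorbance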
# The depositor's hits bear a star; x = not tested or not shown. The order is random; any-hit rate near 15%.
SMILES,D1 allo mod,M1 agonist,M1 antag,Jurkat viability,HEK293 NFkB inh,Ecoli tolC,TNAP act DEA,SF1 activator,NADH enzymes
COCCNC(=O)NC(=O)COC(=O)C12CC3CC(CC(NC(C)=O)(C3)C1)C2,-0.561,0.203,-0.0655,1.8,11.4,-7.1,0.9,0.1,6.0%
CCOc1ccc(-c2noc(COC)n2)cc1OC,3.39*,3.2*,0.201,9.5,-7.7,-3.2,0.9,0.8,5.0%
O=S(=O)(c1ccc2c(c1)OCCO2)N1CCN(c2cccc(Cl)c2)CC1,0.089,-0.516,-0.164,5.5,12.5,31.1,1,7.1,1.0%
CCCc1cc(C(=O)N2CCN(S(=O)(=O)c3ccc(OC)c(OC)c3)CC2)cs1,3.52,0.77,-0.0718,8.1,20.5,9.0,1,-9.4,10.0%
COCCCN1C(=O)C(=O)/C(=C(/O)c2ccccc2)C1c1ccc2c(c1)OCO2 (configuration not stated),0.0172,0.676,0.134,-1.7,10.6,-7.5,0.9,1.5,7.0%
Cc1ccc(C)c(N2CCN(C(=O)c3cc(S(=O)(=O)N4CCOCC4)ccc3F)CC2)c1,-0.24,-0.358,-0.261,3.1,12.3,8.6,0.9,-6.5,4.0%
Cc1ccc(C(=O)N2CCN(c3ccccc3)CC2)cc1S(=O)(=O)N1CCCC1,-0.05,-2.07,-0.208,0.8,2.5,9.2,0.9,12.1,3.0%
Cn1c(SCc2c(F)cccc2Cl)nnc1-c1cccs1,0.189,0.275,-1.35,-2.3,-9.0,7.3,0.9,58.4*,2.0%
COc1ccc(-c2nc(-c3cccs3)c(-c3cccs3)[nH]2)cc1O,2.77*,1.35,-0.301,6.0,3.1,96.8*,0.9,3.5,2.0%
c1ccc(-c2cc(-c3nnc4sc(-c5ccccn5)nn34)[nH]n2)cc1,-0.359,-0.502,-2.66*,-12.6,-3.3,-6.5,1,-0.1,5.0%
O=C(CCN1C(=O)c2ccccc2C1=O)Nc1ccc(S(=O)(=O)N2CCOCC2)cc1,-0.0643,-1.83,-0.207,-0.9,4.1,11.8,0.9,-9.7,5.0%
CN(C)C(CNC(=O)c1cccnc1Sc1ccccc1)c1ccco1 (configuration not stated),6.64*,0.722,0.44,6.0,3.7,-30.4,0.9,-9.0,5.0%
Cc1cc(C)c2cc(CN(CC3CCCO3)S(=O)(=O)c3ccc4c(c3)OCCO4)c(=O)[nH]c2c1 (configuration not stated),x,0.788,0.0129,1.1,22.5,66.6*,0.9,7.9,8.0%
CCN1CCN(C(=O)C2CCN(S(=O)(=O)c3cccc4cccnc34)CC2)CC1,0.921,0.82,0.142,3.0,1.8,-28.6,1,0.9,5.0%
C#CCOC(=O)c1ccccc1C(=O)n1nnc2ccccc21,-0.52,-2.27*,0.34,-2.6,10.6,-4.2,0.9,2.0,5.0%
COc1ccc(Cc2nnc(SCC(=O)N3CCc4ccccc4C3)o2)cc1,-0.261,-0.54,0.0423,x,7.1,18.0,1,8.7,9.0%
Cc1cc(NC(=O)c2ccc(Cn3nc(C)c(Br)c3C)o2)no1,-0.29,-1.03,-0.0623,-3.9,6.2,5.7,0.9,-3.4,7.0%
CSc1nsc(SCC(=O)Nc2cccc(C(C)=O)c2)n1,0.265,0.0121,-0.175,-6.4,2.8,-14.0,0.9,-3.2,4.0%
CC(C)Oc1ccc(C(CC(=O)O)NC(=O)C2CCCCC2)cc1 (configuration not stated),0.229,0.158,-0.997,4.7,23.6,-15.3,0.9,-16.8,4.0%
Cn1c(C(O)c2ccccc2F)nc(Cl)c1Cl (configuration not stated),-0.454,-0.315,-0.0259,-5.9,14.3,0.8,0.9,-2.6,6.0%
CC(C)(C)c1ccc(C(=O)Nc2nonc2-c2nc3ccccc3[nH]2)cc1,-0.333,-0.735,-0.485,-4.7,18.4,-2.5,1,7.8,10.0%
O=C(NCc1ccc2c(c1)OCO2)c1ccc2c(c1)C(=O)N(Cc1cccnc1)C2=O,x,0.383,-0.48,-4.4,9.1,-8.6,1,10.4,0.0%
O=C(Cc1ccccc1)Nc1ccc(NC(=O)c2ccco2)nc1,-1.39,-1.35,-1.99,-2.7,-7.7,-17.3,0.9,59.3*,3.0%
CCCn1c2c(c(O)c(C(=O)Nc3nccs3)c1=O)CCCC2,x,0.483,-0.00122,-5.1,3.1,17.1,0.9,-9.4,12.0%
c1ccc2ncc(-n3cnnn3)cc2c1,x,0.428,0.555,0.3,5.3,-10.5,0.9,10.0,3.0%

# Further entries
SMILES,D1 allo mod,M1 agonist,M1 antag,Jurkat viability,HEK293 NFkB inh,Ecoli tolC,TNAP act DEA,SF1 activator,NADH enzymes
C=CCn1c(SCC(=O)NCCOC)nc2scc(-c3ccco3)c2c1=O,-1.43,-0.469,-0.402,-6.0,-0.8,1.4,1,-16.3,4.0%
CCCc1cc(-c2nc(N)ncc2-c2ccc3c(c2)OCCCO3)c(O)cc1OC,2.85,0.176,0.167,x,x,0.6,0.8,-1.9,5.0%
Cc1cc(C)n2nc(C(=O)Nc3cccnc3)nc2n1,x,1.06,0,3.7,12.1,-10.4,0.9,22.8,7.0%
Cc1cc(Nc2ccc(F)c(Cl)c2)n2nc(C)nc2n1,0.526,1.03,0.754,1.7,11.0,-0.5,1,-10.3,7.0%
Cc1nc2cc(NC(=O)N3c4ccccc4CC3C)ccc2o1 (configuration not stated),-0.932,-0.036,0.412,3.7,-39.6,5.7,0.9,79.4*,2.0%
CCOC(=O)N1CCN(C(=O)CSc2nnc(-c3ccc(C(C)(C)C)cc3)o2)CC1,-0.308,6.9*,-0.852,-0.1,2.5,5.8,0.9,-0.7,2.0%
COc1ccc(-c2nc(SC)n(C(=O)c3ccco3)n2)cc1,-0.097,0.162,-0.0219,-5.3,-13.1,-3.6,0.8,58.0*,1.0%
COCCNC(=O)CSc1nc2c(n1-c1ccccc1)CCCC2,0.0187,0.492,-0.903,0.0,18.3,3.8,0.9,-5.1,17.0%
CC(=O)NC(CCS(C)(=O)=O)C(=O)Nc1ccc(F)cc1Cl (configuration not stated),-0.229,0.732,0.54,6.8,-1.6,-15.7,0.9,-10.3,12.0%
N#CNC(N)=Nc1cccc(Cl)c1,-0.924,-1.41,-0.599,-7.9,12.2,4.5,0.9,-2.5,4.0%
Cc1csc(NC(=O)CSCC(=O)Nc2ccccc2)n1,0.13,-1.25,-0.693,-7.7,6.2,3.6,0.9,1.1,2.0%
CCCCC(CC)CNC(=O)C1CCCN(S(=O)(=O)c2cnc[nH]2)C1 (configuration not stated),-0.414,0.631,0.968,0.3,5.0,3.0,0.8,-7.4,1.0%
Cc1cc(C)cc(N(C(C)C(=O)Nc2c(C)n(C)n(-c3ccccc3)c2=O)S(C)(=O)=O)c1 (configuration not stated),0.0664,-2.02,0.106,-1.3,8.0,-8.7,0.9,1.3,1.0%
O=C(COc1ccc(Br)cc1)Nc1ccc(-c2nnc(-c3ccco3)o2)cc1,0.0105,0.0898,-0.83,-5.3,-1.9,9.3,1,30.8,8.0%
CCOc1ccc2nc(SCc3ccc(C(=O)OC)o3)[nH]c2c1,2.32,-0.585,0.162,x,7.8,6.9,1,-19.3,1.0%
Cc1cc(C)n(-c2c(F)c(F)c(CN3CCCCC3)c(F)c2F)n1,x,0.0282,-2.51*,x,x,7.1,0.8,-16.4,3.0%
CC(=O)Nc1ccccc1OCC(=O)c1cc(C)n(Cc2cccs2)c1C,x,3.11*,-2.4,100.2*,54.6*,38.7,0.9,-70.2,1.0%
Cn1c(=O)c2c(nc(N3CCCC3)n2CC(O)CO)n(C)c1=O (configuration not stated),0.349,-0.188,0.0152,-4.1,5.7,-27.7,0.9,-4.8,4.0%
CCOc1ccc(-c2c(C#N)c(N)nc3c2c(=O)n(C)c(=O)n3C)cc1OC,0.304,-0.495,-1.3,4.9,5.2,-4.2,0.9,19.0,6.0%
OC(c1cccnc1)c1cccs1 (configuration not stated),0.134,-0.838,-1.48,2.1,5.2,-29.4,0.9,-6.2,2.0%
CCOCCCNC(=O)c1c(C)c(C(=O)OCC)n(C)c1C,0.298,0.477,0.633,0.3,10.8,0.0,1,-3.3,2.0%
CCCCCc1c(O)nc(SCC(=O)NCC2CCCO2)[nH]c1=O (configuration not stated),-0.493,0.591,0.634,6.0,11.3,-0.5,0.9,3.8,4.0%
CC(=O)Nc1ccc(S(=O)(=O)N2CCN(C(=O)N3CCCCCC3)CC2)cc1,0.0153,-0.701,0.468,-0.3,-1.6,2.5,0.9,7.2,6.0%
C=CCN(CC=C)S(=O)(=O)c1ncn[nH]1,1.19,0.116,-1.1,-1.3,13.4,-17.3,1,1.2,2.0%
N#CCSCC(=O)Nc1ccccc1,-0.281,-1.46,1.19,-1.6,2.2,-3.0,0.9,4.5,6.0%

# Ten structures out of the list, ordered by molecular weight, ascending.
SMILES,D1 allo mod,M1 agonist,M1 antag,Jurkat viability,HEK293 NFkB inh,Ecoli tolC,TNAP act DEA,SF1 activator,NADH enzymes
N#CNC(N)=Nc1cccc(Cl)c1,-0.924,-1.41,-0.599,-7.9,12.2,4.5,0.9,-2.5,4.0%
CCOCCCNC(=O)c1c(C)c(C(=O)OCC)n(C)c1C,0.298,0.477,0.633,0.3,10.8,0.0,1,-3.3,2.0%
COc1ccc(-c2nc(SC)n(C(=O)c3ccco3)n2)cc1,-0.097,0.162,-0.0219,-5.3,-13.1,-3.6,0.8,58.0*,1.0%
Cn1c(=O)c2c(nc(N3CCCC3)n2CC(O)CO)n(C)c1=O (configuration not stated),0.349,-0.188,0.0152,-4.1,5.7,-27.7,0.9,-4.8,4.0%
Cc1cc(C)n(-c2c(F)c(F)c(CN3CCCCC3)c(F)c2F)n1,x,0.0282,-2.51*,x,x,7.1,0.8,-16.4,3.0%
CCOc1ccc(-c2c(C#N)c(N)nc3c2c(=O)n(C)c(=O)n3C)cc1OC,0.304,-0.495,-1.3,4.9,5.2,-4.2,0.9,19.0,6.0%
C=CCn1c(SCC(=O)NCCOC)nc2scc(-c3ccco3)c2c1=O,-1.43,-0.469,-0.402,-6.0,-0.8,1.4,1,-16.3,4.0%
CCCc1cc(-c2nc(N)ncc2-c2ccc3c(c2)OCCCO3)c(O)cc1OC,2.85,0.176,0.167,x,x,0.6,0.8,-1.9,5.0%
CC(=O)Nc1ccc(S(=O)(=O)N2CCN(C(=O)N3CCCCCC3)CC2)cc1,0.0153,-0.701,0.468,-0.3,-1.6,2.5,0.9,7.2,6.0%
O=C(COc1ccc(Br)cc1)Nc1ccc(-c2nnc(-c3ccco3)o2)cc1,0.0105,0.0898,-0.83,-5.3,-1.9,9.3,1,30.8,8.0%
